SRC2 TRFRET art: counter-screen for PPARgamma SRC-2 recruitment agonists: TR-FRET artefact | hits give high values | AID 1049 | actives 0.4% (n = 200,000) | TR-FRET ratio at 8 µM; in the data active = TR-FRET ratio above about 2000; note: inactives centre near 1500; reference of the scale not given here
TNAP inh hi DEA: inhibitors of human TNAP at high phosphate acceptor concentration | inhibition, % at 20 µM | AID 1135 | actives 0.03% (n = 200,000) | P05186 | purified TNAP, CDP-star luminescence, 1 M DEA;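 active = over 50% inhibition of tissue-nonspecific alkaline phosphatase at 20 µM in the single-dose screen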;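 note: plate controls were DMSO wells for no effect and EDTA-quenched wells as full inhibition for full effect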
Target sequence (P05186 whole entry, looked up): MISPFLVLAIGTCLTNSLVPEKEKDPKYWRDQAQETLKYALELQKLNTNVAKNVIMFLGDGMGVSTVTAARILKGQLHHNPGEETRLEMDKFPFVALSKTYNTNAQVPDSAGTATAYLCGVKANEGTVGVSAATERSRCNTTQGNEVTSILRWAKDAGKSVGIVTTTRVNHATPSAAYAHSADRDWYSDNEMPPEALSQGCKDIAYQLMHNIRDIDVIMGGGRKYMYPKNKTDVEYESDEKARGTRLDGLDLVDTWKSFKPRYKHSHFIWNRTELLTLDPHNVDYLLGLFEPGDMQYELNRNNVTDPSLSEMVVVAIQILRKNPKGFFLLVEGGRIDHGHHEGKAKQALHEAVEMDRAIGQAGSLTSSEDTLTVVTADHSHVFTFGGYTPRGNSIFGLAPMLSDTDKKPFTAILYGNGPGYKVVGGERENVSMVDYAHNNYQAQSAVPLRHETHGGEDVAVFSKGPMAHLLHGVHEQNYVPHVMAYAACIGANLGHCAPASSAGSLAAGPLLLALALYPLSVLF
bIAP inhibitor: intestinal alkaline phosphatase (bovine) inhibition; purified bovine IAP, CDP-star luminescence, 30 min; inhibition, % at 20 µM; 190,000 tested, under 10 active; AID 1019;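 active = over 50% inhibition of intestinal alkaline phosphatase at 20 µM in the single-dose screen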
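Assay system: bovine IAP enzyme; medium: DEA buffer 100 mM, pH 9.8, with MgCl2 1.0 mM, ZnCl2 0.02 mM; doses: 20 µM single dose; incubation: enzyme reaction for 30 min at room temperature; detection: CDP-star luminescence signal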
PPARg SRC3 recr: promotes SRC-3 coactivator recruitment by human PPARgamma; P37231; biochemical PPARgamma/SRC-3 coactivator recruitment assay; actives 0.26% (n = 200,000); activation, % at 8 µM; in the data active = activation above about 23%;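 note: 0% = DMSO and 100% = reference agonist; some compounds past the cut are filed as inactive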
Target sequence (P37231 whole entry, looked up): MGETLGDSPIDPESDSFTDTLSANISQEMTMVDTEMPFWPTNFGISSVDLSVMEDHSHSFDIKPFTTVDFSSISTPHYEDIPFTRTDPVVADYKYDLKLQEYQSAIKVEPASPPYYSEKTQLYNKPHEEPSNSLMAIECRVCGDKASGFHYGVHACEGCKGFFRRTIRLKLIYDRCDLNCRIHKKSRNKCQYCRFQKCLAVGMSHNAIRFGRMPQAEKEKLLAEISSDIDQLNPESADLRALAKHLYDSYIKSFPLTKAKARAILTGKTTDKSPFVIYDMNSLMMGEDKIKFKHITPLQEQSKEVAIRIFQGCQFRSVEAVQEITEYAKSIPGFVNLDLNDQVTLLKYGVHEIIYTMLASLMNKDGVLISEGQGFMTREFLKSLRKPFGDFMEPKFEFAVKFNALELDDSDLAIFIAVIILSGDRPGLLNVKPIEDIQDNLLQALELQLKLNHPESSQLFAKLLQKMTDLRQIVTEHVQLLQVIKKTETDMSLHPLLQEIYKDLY
PPARg SRC-1 ag: PPARgamma-driven SRC-1 recruitment agonism | P37231 | PPARgamma-SRC-1 coactivator recruitment biochemical assay | activation, % at 8 µM | actives 0.41% (n = 200,000); in the data active = activation above about 19%;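 note: 0% = DMSO and 100% = reference agonist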
TNAP act hiacc: TNAP (human) activation, high acceptor; activation factor at 20 µM; purified TNAP, CDP-star luminescence, 1 M DEA, 30 min; hits give high values; 0 = EDTA background, 1 = DMSO-only activity; P05186; 200,000 tested, under 10 active; AID 1136;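 active = activation factor at least 2 at 20 µM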
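Test system – human TNAP · Doses – 20 µM single point · Incubation – 30 min, room temperature · Signal – luminescent substrate turnover signal · Read-out basis – activation factor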
PPARg SRC2 recr: promotes SRC-2 coactivator recruitment by human PPARgamma | P37231 | PPARgamma LBD-SRC-2 recruitment, biochemical | AID 1032 | actives 0.34% (n = 200,000) | activation, % at 8 µM; in the data active = activation above about 22%;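 note: 0% = vehicle and 100% = reference agonist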
bIAP activator: increases bovine intestinal alkaline phosphatase activity | actives 0.17% (n = 200,000) | purified bovine IAP, CDP-star luminescence, 30 min; hits give high values; fold of DMSO-control signal, blank-subtracted | activation factor at 20 µM;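 active = activation factor of 2 or more at 20 µM, a signal rise over negative controls twice the positive control's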
Efa HMGR inh: blocks class II HMG-CoA reductase of Enterococcus faecalis; inhibition, % at 10 µM; purified E. faecalis HMGR, NADPH absorbance 340 nm kinetic; actives 0.41% (n = 190,000);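 active = inhibition above a set limit, the median over all tested compounds plus 3 SD, cut at about 9.5% in these data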;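 note: enzyme runs in reverse so mevalonate oxidation gives rising NADPH absorbance; 0% = complete reaction with DMSO and 100% = background rate lacking mevalonate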
TNAP inh no acc: blocks human TNAP activity with no phosphate acceptor present. P05186. purified TNAP, CDP-star luminescence, 30 min. inhibition, % at 20 µM. actives 0.26% (n = 200,000);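 active = tissue-nonspecific alkaline phosphatase inhibition above about 50% at 20 µM in the single-dose screen, limit read from the data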;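 note: 0% = DMSO negative control and 100% = EDTA positive control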
* = called active by the depositor; / = not tested or not shown.

1) CNC(=O)c1[nH]cnc1C(=O)N[C@@H](CC(C)C)C(=O)OC(C)(C)C
2) O=C(COC(=O)c1cccc(C(F)(F)F)c1)NCc1ccc(Cl)cc1
3) Cc1ccc(C)c(NS(=O)(=O)c2ccc(OCC(=O)NCc3ccccn3)cc2)c1
4) CC1CCN(C(=O)CN2C(=O)C(C)(C)Oc3ccc(C(=O)NC4CCCC4)cc32)CC1
5) CC1CCN(S(=O)(=O)c2ccc(Cl)cc2)CC1
6) CC12CCC(C[N+](C)(C)C1)C2(C)C (stereo not given)
7) Cc1cc(=O)[nH]c(SCC(=O)NCc2ccco2)n1
8) COc1ccc(CNc2cc(C)nc3ncnn23)c(OC)c1

Assay by compound	1	2	3	4	5	6	7	8
SRC2 TRFRET art	1548	1527	1347	1489	1647	1659	1506	1700
TNAP inh hi DEA	-2	-7	-6	5	-1	6	-3	-4
bIAP inhibitor	-34	46	-4	-32	18	2	2	4
PPARg SRC3 recr	-1	3	2	12	-18	5	2	1
PPARg SRC-1 ag	6	-2	6	8	0	2	-4	8
TNAP act hiacc	1	1.1	1.1	0.9	1	0.9	1	1
PPARg SRC2 recr	7	10	-2	3	-1	3	6	2
bIAP activator	1.3	0.5	1	1.3	0.8	1	1	1
Efa HMGR inh	-2	-4	7	-5	-8	-6	-6	1
TNAP inh no acc	4	-10	-3	-8	-9	-4	-13	-7

In a second layout: entries from further up
Values in the order – SRC2 TRFRET art | TNAP inh hi DEA | bIAP inhibitor | PPARg SRC3 recr | PPARg SRC-1 ag | TNAP act hiacc | PPARg SRC2 recr | bIAP activator | Efa HMGR inh | TNAP inh no acc
[6] CC12CCC(C[N+](C)(C)C1)C2(C)C (stereo not given)
 : 1659 | 6 | 2 | 5 | 2 | 0.9 | 3 | 1 | -6 | -4
[7] Cc1cc(=O)[nH]c(SCC(=O)NCc2ccco2)n1
 : 1506 | -3 | 2 | 2 | -4 | 1 | 6 | 1 | -6 | -13

Next records follow.
9) COc1c(C)cc(C(=O)C2CCCN(C(=O)/C=C/c3ccccn3)C2)cc1C (stereo not given)
10) COc1ccc(C)cc1NC(=O)C(Sc1nnc(-c2cccs2)o1)c1ccccc1 (stereo not given)
11) CC(=O)Nc1ccc(OC(=O)CC2SC(=O)NC2=O)cc1 (stereo not given)
12) COCCNc1ccc(N2C(=O)C3CCCCC3C2=O)cc1[N+](=O)[O-] (stereo not given)
13) Cc1ccc(C(=O)COC(=O)CCC(=O)NC2CCCCC2)cc1C
14) Cc1occc1-c1nnc(SCC(=O)N(C)C)o1
15) CCOc1ccc(-n2c(=O)c3c4c(sc3n(CC(=O)NCc3ccco3)c2=O)CCC4)cc1
16) O=C(c1ccccc1Br)N1CCn2c1nc1ccccc12

Assay by compound	9	10	11	12	13	14	15	16
SRC2 TRFRET art	1715	1518	1690	1407	1672	1630	1620	1484
TNAP inh hi DEA	-3	-4	-5	20	-5	-6	-2	4
bIAP inhibitor	11	/	1	23	21	10	10	3
PPARg SRC3 recr	-3	-1	6	1	-3	7	0	-3
PPARg SRC-1 ag	6	-2	-2	-5	1	2	2	-5
TNAP act hiacc	1	1	1	0.8	1.1	1.1	1	1
PPARg SRC2 recr	0	-10	0	3	0	4	4	0
bIAP activator	0.9	0.1	1	0.8	0.8	0.9	0.9	1
Efa HMGR inh	-3	-1	0	-4	-1	-2	-6	-4
TNAP inh no acc	-4	-17	-15	19	-11	-13	-9	0

17) COc1cccc(C=Nc2ccccc2C(=O)Nc2nccs2)c1OC
18) CC(NC(=O)CCCCCCN1C(=O)c2ccccc2C1=O)c1ccc2c(c1)CCCC2 (stereo not given)
19) CC1Cc2ccccc2N1C(=O)COc1cccc(-n2cnnn2)c1 (stereo not given)
20) COc1ccccc1Nc1ncnc2ccc(C)cc12
21) COc1c(Cl)cc(Cl)cc1CNCCO
22) COC(=O)CCC(=O)NS(=O)(=O)c1ccc(N=NN2CCOCC2)cc1
23) O=C1NC(c2ccccc2)(C(F)(F)F)SC2=NCCCN12 (stereo not given)
24) COc1cc(NC(=S)N2CCN(C/C=C/c3ccccc3)CC2)cc(OC)c1

Assay by compound	17	18	19	20	21	22	23	24
SRC2 TRFRET art	1491	1577	1726	1585	1548	1476	1590	1603
TNAP inh hi DEA	-7	4	-5	-6	-6	-3	0	-5
bIAP inhibitor	-2	/	5	16	1	7	10	12
PPARg SRC3 recr	-16	2	3	8	4	-1	15	-2
PPARg SRC-1 ag	-2	-1	14	8	5	-1	8	7
TNAP act hiacc	1.1	1	1.1	1.1	1.1	1	1	1.1
PPARg SRC2 recr	2	3	14	1	-2	-3	9	-2
bIAP activator	1	0.4	1	0.8	1	0.9	0.9	0.9
Efa HMGR inh	-3	-1	-6	-2	1	2	1	-8
TNAP inh no acc	-16	-12	-18	-7	-9	-7	-5	9

The last three records of the part before open the next one:
22) COC(=O)CCC(=O)NS(=O)(=O)c1ccc(N=NN2CCOCC2)cc1
23) O=C1NC(c2ccccc2)(C(F)(F)F)SC2=NCCCN12 (stereo not given)
24) COc1cc(NC(=S)N2CCN(C/C=C/c3ccccc3)CC2)cc(OC)c1
25) COc1ccc(COc2ccsc2C(=O)Nc2ccc(Cl)cc2)cc1
26) COC(=O)Cn1cc(C(=O)OC)cc(Br)c1=O
27) Clc1ccc(Cn2ncc3c(NCc4ccccc4)ncnc32)c(Cl)c1
28) CC(C)Nc1nc(NC(C)C)nc(N(C#N)C(C)C(=O)N(C)C)n1 (stereo not given)
29) COc1ccccc1NC(=O)CN1CCCCC1
30) NC(=S)N/N=C/c1cc([N+](=O)[O-])ccc1OCCOc1ccccc1
31) Oc1c(C(c2ccccn2)N2CCC(Cc3ccccc3)CC2)cc(Cl)c2cccnc12 (stereo not given)
32) O=C(CN1C(=O)C2CCCCC2C1=O)Nc1nccs1 (stereo not given)

Assay by compound	22	23	24	25	26	27	28	29	30	31	32
SRC2 TRFRET art	1476	1590	1603	1674	1413	1845	1591	1335	1530	1463	1513
TNAP inh hi DEA	-3	0	-5	0	-6	-4	-6	-1	-11	-5	-2
bIAP inhibitor	7	10	12	17	-8	-4	4	9	4	-31	-19
PPARg SRC3 recr	-1	15	-2	3	-10	0	3	2	4	-4	3
PPARg SRC-1 ag	-1	8	7	-1	1	1	5	3	0	5	5
TNAP act hiacc	1	1	1.1	1	1.1	1	1.1	1	1.1	1	1
PPARg SRC2 recr	-3	9	-2	3	-7	8	8	4	-6	1	4
bIAP activator	0.9	0.9	0.9	0.8	1.1	1	1	0.9	1	1.3	1.2
Efa HMGR inh	2	1	-8	4	-3	2	-5	-3	-4	-1	-4
TNAP inh no acc	-7	-5	9	-8	0	2	-3	-7	-15	-48	-10

An excerpt of these results, in markdown:
| nr | SMILES | SRC2 TRFRET art | TNAP inh hi DEA | bIAP inhibitor | PPARg SRC3 recr | PPARg SRC-1 ag | TNAP act hiacc | PPARg SRC2 recr | bIAP activator | Efa HMGR inh | TNAP inh no acc |
| --- | --- | --- | --- | --- | --- | --- | --- | --- | --- | --- | --- |
| 22 | COC(=O)CCC(=O)NS(=O)(=O)c1ccc(N=NN2CCOCC2)cc1 | 1476 | -3 | 7 | -1 | -1 | 1 | -3 | 0.9 | 2 | -7 |
| 9 | COc1c(C)cc(C(=O)C2CCCN(C(=O)/C=C/c3ccccn3)C2)cc1C (stereo not given) | 1715 | -3 | 11 | -3 | 6 | 1 | 0 | 0.9 | -3 | -4 |

Next section:
33) C(=N\Nc1nc(N2CCCC2)nc(N2CCCC2)n1)/c1ccncc1
34) CC(C)OC(=O)c1nnc(Cc2ccc(F)cc2)o1
35) Cc1ccc(-n2cc(-c3ccccc3)c3c(NN4CCOCC4)ncnc32)cc1
36) CCCNS(=O)(=O)c1ccc(N2CCCC2=O)c([N+](=O)[O-])c1
37) CCN1CCN(C(c2cccs2)C(C)NS(=O)(=O)c2ccc(C)cc2)CC1 (stereo not given)
38) O=C(NCCN=C1NS(=O)(=O)c2ccccc21)c1ccc2nccnc2c1
39) Cn1c(=O)[nH]c(=O)c2c1nc(CN1CCN(c3cccc(Cl)c3)CC1)n2Cc1ccccc1Cl
40) N/C(=N\OC(=O)CCC(=O)O)c1ncc(C(F)(F)F)cc1Cl

Assay by compound	33	34	35	36	37	38	39	40
SRC2 TRFRET art	1614	/	1696	1388	1702	1529	1512	1624
TNAP inh hi DEA	1	-4	-5	-5	1	-4	3	-3
bIAP inhibitor	15	7	0	7	-8	0	-15	-6
PPARg SRC3 recr	1	/	2	-2	4	-3	-5	-4
PPARg SRC-1 ag	12	/	1	-1	8	4	-5	1
TNAP act hiacc	1	1	1.1	1	1	1	1	1
PPARg SRC2 recr	8	/	-2	-5	5	-3	-5	-1
bIAP activator	0.8	0.9	1	0.9	1.1	1	1.2	1.1
Efa HMGR inh	-3	-12	-8	1	2	-1	-6	0
TNAP inh no acc	-8	-5	-1	-23	-7	-8	-10	-15

41) O=C(OC1CCCCC1=O)c1cc(=O)c2ccccc2o1 (stereo not given)
42) COc1ccc(N2CCN(c3oc(COc4ccccc4)nc3C#N)CC2)cc1
43) Cc1c(C)n(CC(O)CN2C(=O)c3ccccc3S2(=O)=O)c2ccccc12 (stereo not given)
44) C/C(=N\Nc1ccc(C(F)(F)F)cn1)c1ccc(S(=O)(=O)NCc2ccco2)cc1
45) CC(C)OCC(O)CN1CCN(CC(O)COc2ccc3c(c2)OCO3)CC1 (stereo not given)
46) COC(=O)CN1C(=S)N(Cc2ccccc2)C(=O)C1CC(=O)Nc1ccc(Br)cc1 (stereo not given)
47) Cc1ccn2c(CNCCCn3cccn3)c(C(=O)N3CCCCCC3)nc2c1
48) O=C(CN(Cc1cccs1)C(=O)CSc1nnc(COc2ccccc2)o1)NC1CCCC1

Assay by compound	41	42	43	44	45	46	47	48
SRC2 TRFRET art	1568	1654	1658	1577	1306	1334	1561	1313
TNAP inh hi DEA	-5	-2	-4	-1	-3	-1	-6	-3
bIAP inhibitor	8	-4	0	30	-12	4	0	12
PPARg SRC3 recr	5	0	2	1	-11	4	1	-6
PPARg SRC-1 ag	3	2	8	16	2	1	-1	-4
TNAP act hiacc	1.1	1	1	1	1	1	1.1	1
PPARg SRC2 recr	-6	4	7	10	4	-3	4	-9
bIAP activator	0.9	1	1	0.7	1.1	1	1	0.9
Efa HMGR inh	-4	-2	0	-2	1	-10	-1	0
TNAP inh no acc	-11	-3	2	-7	-7	5	-13	-15

49) COc1ccc(S(=O)(=O)c2nnn(-c3ccccc3Cl)c2N)cc1
50) CC(C)=CC(=O)NCCc1ccccc1
51) NC(=O)c1c(N)sc2c1CCCCC2
52) CN(C(=O)c1cc2n(n1)C(C(F)(F)F)CC(c1ccco1)N2)c1ccccc1 (stereo not given)
53) Cc1nn(C)c(C(=O)N/N=C/c2ccc(C(F)(F)F)cc2)c1[N+](=O)[O-]
54) COc1ccc(-c2nc(-c3ccccc3)nc(N3CCN(C)CC3)c2C#N)cc1
55) CCOC(=O)CNC(=O)CSc1nnc(Cn2cnc3ccccc32)n1C
56) Cc1ccc(C)c(CSc2ncccc2C(=O)O)c1

Assay by compound	49	50	51	52	53	54	55	56
SRC2 TRFRET art	1466	1531	1583	1796	1541	1538	1597	1496
TNAP inh hi DEA	-4	-6	-2	-4	-5	-6	0	2
bIAP inhibitor	36	5	12	-6	38	2	5	-5
PPARg SRC3 recr	2	21	-3	10	-6	7	2	1
PPARg SRC-1 ag	-13	-2	0	5	-6	2	2	-2
TNAP act hiacc	1	1.1	1	1	1	1.1	1	1
PPARg SRC2 recr	-13	4	-1	4	-2	-4	7	0
bIAP activator	0.6	0.9	0.9	1.1	0.6	1	0.9	1.1
Efa HMGR inh	-4	2	-2	-2	-2	-6	-7	6
TNAP inh no acc	-7	-12	-18	-7	-20	-5	-8	-2

Screening data: PubChem BioAssay, several laboratories
